Bioassay records from PubChem.
PP5 primary = PP5 phosphatase inhibitors, primary screen, biochemical, fluorescence; actives 0.18% (n = 320,000); purified PP5c, OMFP substrate fluorescence; inhibition, % at 6.7 µM; Serine/threonine-protein phosphatase 5 (Homo sapiens), P53041; AID 1987, 2009;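 active = inhibition above the campaign's mean inhibition across all tested compounds plus 3 SD, cut at about 9.5% in these data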;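 note: 0% = DMSO only and 100% = 100 µM cantharidin control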
GASC-1 inh = inhibitors of GASC-1 histone demethylase, primary screen, biochemical, fluorescence, DELFIA europium; inhibition, % at 2.35 µM; GST-JMJD2C(1-420) H3K9me3 demethylation; actives 0.069% (n = 330,000); Lysine-specific demethylase 4C (Homo sapiens), Q9H3R0; AID 2099, 2009;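 active = more than half of a compound's replicate wells show inhibition beyond 50%, single wells judged on their own value; inconclusive = some, but no more than half, of replicates pass 50% inhibition; inactive = no replicate passes 50% inhibition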;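 note: signal counts dimethyl H3K9 product captured on neutravidin plate; 0% = median of DMSO wells and 100% = 0.3 times that DMSO median; strong numbers were not always called active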
proCasp3 act = activators of human procaspase-3 D3A mutant, primary screen, biochemical, absorbance, PC-3 D3A mutant, single concentration; activation, % at 8.5 µM; recombinant procaspase-3 D3A, Ac-DEVD-pNA absorbance 405 nm; actives 0.11% (n = 330,000);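 active = activation above the mean of all tested compounds plus 3 SD, cut at about 21% in these data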;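 note: 0% = DMSO alone and 100% = DMSO wells spiked with extra 5 µM PC-3 D3A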
Target sequence (P42574 whole entry D9A/D28A/D175A): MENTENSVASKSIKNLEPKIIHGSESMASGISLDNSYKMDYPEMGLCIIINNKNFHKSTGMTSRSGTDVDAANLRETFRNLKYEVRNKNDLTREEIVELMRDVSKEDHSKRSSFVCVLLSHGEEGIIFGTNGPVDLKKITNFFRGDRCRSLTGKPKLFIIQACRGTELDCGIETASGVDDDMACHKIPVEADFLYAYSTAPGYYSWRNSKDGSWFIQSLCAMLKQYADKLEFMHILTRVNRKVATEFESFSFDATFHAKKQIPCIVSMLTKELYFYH
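Technique: 405 nm absorbance of p-nitroaniline, reads at 0 and 120 min; Test system: Procaspase-3 D3A mutant; Incubation: 1 h enzyme-compound preincubation, then 2 h substrate reaction, 25 °C; Repeats: singlicate, each compound tested once; Benchmarks: low control DMSO wells, high control DMSO plus 5 µM PC-3 D3A.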
TPT1 inhibitor = Candida albicans TPT1 enzyme inhibitors, primary screen, biochemical, fluorescence polarization; recombinant caTPT1, FP RNA substrate dephosphorylation; inhibition, % at 5 µM; actives 0.81% (n = 300,000);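 active = inhibition above the mean of all tested compounds plus 3 SD, set per screening campaign, cut at about 24% in these data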;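 note: plate controls were DMSO alone for no effect and ferristatin control at 100 nM for full effect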
CTSL1 counter = Fasciola hepatica cathepsin L1 inhibitors, primary screen, counter-screen for PFM18AAP inhibitor project, biochemical, QFRET, fluorogenic peptide substrate; inhibition, % at 5.96 µM; actives 0.49% (n = 300,000); recombinant F. hepatica cathepsin L1, Z-Leu-Arg-MCA fluorescence;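 active = inhibition above the mean of all tested compounds plus 3 SD, set per screening campaign, cut at about 17% in these data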;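 note: 0% = plate median of test compound wells and 100% = 1 µM Z-Phe-Ala-diazomethylketone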
proCasp7 act = procaspase-7 activators, primary screen, counter-screen for procaspase-3 activator project, biochemical, absorbance, HTS, human; Caspase-7 (Homo sapiens), P55210; recombinant procaspase-7, Ac-DEVD-pNA absorbance 405 nm; D23A/D198A/D206A triple mutant, cannot self-cleave; scale: DMSO 0, 5 µM enzyme 100; activation, % at 8.5 µM; actives 0.093% (n = 330,000);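 active = percent activation above the screen-wide mean plus 3 SD, cut at about 25% in these data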
Target sequence (P55210 whole entry D23A/D198A/D206A): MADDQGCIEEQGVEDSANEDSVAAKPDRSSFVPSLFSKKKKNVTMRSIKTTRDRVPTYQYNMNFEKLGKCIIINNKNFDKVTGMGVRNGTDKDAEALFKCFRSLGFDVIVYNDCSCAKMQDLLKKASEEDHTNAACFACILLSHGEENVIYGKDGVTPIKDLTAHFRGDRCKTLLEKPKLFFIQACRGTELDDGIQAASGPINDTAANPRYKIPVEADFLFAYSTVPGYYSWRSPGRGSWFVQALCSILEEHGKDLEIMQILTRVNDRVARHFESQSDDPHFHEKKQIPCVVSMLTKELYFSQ
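Assay system – Uncleavable procaspase-7 mutant enzyme · Quantity – 2 µM procaspase-7 mutant as dispensed · Times – 1 h preincubation, 2 h reaction · Dosing – single nominal 8.5 µM compound dose, 0.8% DMSO final · Buffer or medium – Zinc-free 50 mM HEPES buffer, pH 7.4, with NaCl and Triton X-100 · Detection – Epi-absorbance of released pNA at 405 nm, two timepoints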
Efflux pump mplx = inhibitors of Candida efflux pumps in yeast, primary screen, S. cerevisiae, Nile Red, multiplex. S. cerevisiae Candida pump triplex. inhibition, % at 10 µM. actives 0.44% (n = 330,000);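 active = plate passing quality check with inhibition over a set limit, or well fluorescence over plate mean plus 4 SD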;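 note: Nile Red retained in pooled yeast measured as flow cytometry median fluorescence; 0% = buffer negative control and 100% = Enniatin B positive control; higher means more Nile Red kept so more efflux inhibition; some compounds called inactive have numbers as strong as hits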
core dimer inh = inhibitors of HCV core protein dimerization, primary screen, biochemical, TR-FRET, high-throughput; actives 0.33% (n = 300,000); inhibition, % at 5 µM; AID 1899, 2009; TR-FRET GST/Flag-core106 dimerization, 1536-well;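 active = inhibition above the mean of all tested compounds plus 3 SD, set per screening campaign, cut at about 45% in these data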
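Assay system: Tagged HCV core106 pair (GST and Flag) | Buffer or medium: KF-containing HEPES buffer, pH 7.45, DTT, CHAPS, BSA | Also added: Eu donor and XL665 acceptor anti-tag antibodies | Dosing: One concentration, 5 µM, in 0.5% DMSO | Timing: 4 h at 22.5 °C | Technique: TR-FRET 671 and 617 nm emission | Repeats: Singlicate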
PP1 inh = PP1-alpha phosphatase inhibitors, primary screen, counter-screen for PP5 inhibitor project, biochemical, fluorescence, OMFP substrate, single point; Serine/threonine-protein phosphatase PP1-alpha catalytic subunit (Homo sapiens), P62136; purified PP1alpha; inhibition, % at 6.7 µM; actives 0.9% (n = 320,000);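 active = inhibition above the mean inhibition of all tested compounds plus 3 SD, computed separately for each screening campaign, cut at about 15% in these data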
Target sequence (P62136 whole entry, looked up): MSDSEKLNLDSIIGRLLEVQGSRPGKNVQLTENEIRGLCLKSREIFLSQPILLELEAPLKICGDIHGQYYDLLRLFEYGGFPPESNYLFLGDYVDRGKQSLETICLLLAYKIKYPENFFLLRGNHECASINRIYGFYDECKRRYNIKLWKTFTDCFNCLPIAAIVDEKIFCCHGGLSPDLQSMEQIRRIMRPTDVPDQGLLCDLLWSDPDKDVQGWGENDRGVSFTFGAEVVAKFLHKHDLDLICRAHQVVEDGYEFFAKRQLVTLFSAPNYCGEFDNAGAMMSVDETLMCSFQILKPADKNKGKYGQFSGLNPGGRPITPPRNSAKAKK
Numbers without * were called inactive; u = inconclusive; x = no result given.

SMILES	PP5 primary	GASC-1 inh	proCasp3 act	TPT1 inhibitor	CTSL1 counter	proCasp7 act	Efflux pump mplx	core dimer inh	PP1 inh
Cc1ccccc1NS(=O)(=O)c1ccc(NC(=O)c2ccco2)cc1	2.0	-2	7	-3	0	-2	-0.2	0	-3
Cc1ccc(C)n1NC(=O)c1cccs1	-0.2	0	1	2	5	-8	-0.1	20	6
Clc1ccc(-c2nnc(CNC3CC3)o2)cc1	0.4	-2	-2	-2	-1	-5	0.0	1	2
COc1cc(NC(=O)CN2C(=O)COc3ccc(S(=O)(=O)N4CCCCC4)cc32)cc(OC)c1	4.2	1	9	-2	-1	-1	0.0	-6	2
O=C(CSCc1nc2ccccc2[nH]1)Nc1ccc2ccccc2c1	1.8	-11	-5	-2	-1	1	-0.3	-2	7
O=C(COc1ccccc1)Nc1ccc(Cl)c(-c2nc3ncccc3o2)c1	2.2	-2	5	-2	0	9	0.2	5	3
COc1ccc(OC)c(/C=C/C(=O)OCC(=O)NCc2ccccc2)c1	x	7	8	x	x	3	-0.2	x	x
O=C1NC[C@@H](Cc2cccc3ccccc23)N(CC2(c3ccccc3)CC2)C1=O	2.2	3	7	-4	-2	1	0.1	5	10
O=C(CN1CCC(C(=O)c2ccc(F)cc2)CC1)Nc1ccc(F)cc1	3.1	5	4	-11	3	15	-0.1	0	-1
Cc1nnc(NC2=NCCCCC2)o1	0.1	14	2	0	1	6	-0.1	-2	1
COc1ccc(-n2nc3c(c2NC(=O)c2c(F)cccc2Cl)CS(=O)C3)cc1 (stereo unspecified)	0.3	1	-1	-2	-4	8	-0.1	-11	0
Cc1ccc(S(=O)(=O)N2CCN(C(=O)c3sccc3C)CC2)cc1	1.1	-11	3	0	7	1	0.1	-1	-3

Sorted by number of heavy atoms (rising): some entries from above
SMILES	PP5 primary	GASC-1 inh	proCasp3 act	TPT1 inhibitor	CTSL1 counter	proCasp7 act	Efflux pump mplx	core dimer inh	PP1 inh
Cc1ccc(C)n1NC(=O)c1cccs1	-0.2	0	1	2	5	-8	-0.1	20	6
Cc1ccccc1NS(=O)(=O)c1ccc(NC(=O)c2ccco2)cc1	2.0	-2	7	-3	0	-2	-0.2	0	-3
O=C1NC[C@@H](Cc2cccc3ccccc23)N(CC2(c3ccccc3)CC2)C1=O	2.2	3	7	-4	-2	1	0.1	5	10

New compounds follow:
SMILES	PP5 primary	GASC-1 inh	proCasp3 act	TPT1 inhibitor	CTSL1 counter	proCasp7 act	Efflux pump mplx	core dimer inh	PP1 inh
Cc1ccc(S(=O)(=O)/N=C(/Nc2ccccc2C)c2ccccc2)cc1	x	-3	3	x	x	8	0.0	x	x
Nn1c(SCC(=O)Nc2ccc(F)cc2F)nnc1C1CCCCC1	1.7	0	-2	-1	-2	-5	0.2	-4	-7
CC(C)N1CCC(N2CCN(C3CCCCCC3)CC2CCO)CC1 (stereo unspecified)	0.0	-24	6	1	-8	1	0.2	-2	-4
Cc1ccc(S(=O)(=O)N2CCOCC2)cc1NC(=O)COC(=O)c1ccc2c(c1)OCO2	-1.6	8	-1	5	6	1	0.3	5	5
CC1CCC(C(=O)NC(C(=O)N2CCC(N3CCCCC3)CC2)C(C)C)CC1 (stereo unspecified)	2.3	8	6	-1	0	-7	0.0	-5	-3
COc1ccc(-c2cc3ncnc(Cl)c3s2)cc1	4.8	-5	-5	13	-3	-11	0.4	4	2
COc1ccccc1C1NC(=O)NC(C)=C1C(=O)OCc1ccccc1 (stereo unspecified)	3.5	2	1	2	-2	3	-0.1	4	-3
COc1ccccc1CNC(=O)CCNC(=O)N1CC(=O)Nc2ccccc21	-1.3	17	4	1	-3	3	-0.2	-1	1
CC(=O)c1ccc(N2CCN(C(=S)NCCCN(C)C)CC2)cc1	-1.0	u	1	6	5	-1	-0.1	3	-8
CC(C)OCCCNC(=S)NNC(=O)c1ccc(Cl)c(Cl)c1	-0.4	-6	0	2	0	-6	-0.1	-6	1
O=c1cccccc1NCc1ccccc1	2.8	9	-12	1	1	-10	-0.1	-5	6
CCOCCCNC(=O)Cn1cnc2c(cnn2-c2ccc(F)cc2)c1=O	0.3	2	-7	0	-3	10	0.1	5	-1
Cn1c(SCC(=O)Nc2ccccc2)nc2c([nH]c3ccccc32)c1=O	2.1	-14	-2	0	-5	2	0.1	7	3
O=C(O)C1(S(=O)(=O)CCC(F)=C(F)F)CC1	0.5	1	6	-3	3	-8	0.3	-4	0
O=C(O/N=C\c1ccc(N2CCCCC2)c([N+](=O)[O-])c1)c1ccc(Cl)cc1Cl	2.4	0	-5	0	-3	-8	0.2	10	-4
CCn1c(C)cc(C(=O)COC(=O)c2cccnc2SC)c1C	x	5	5	x	x	-19	-0.1	x	x
CCOC(=O)c1sc2nc(CC(=O)OC)nc(N3CCN(c4ccc(OC)cc4)CC3)c2c1C	-1.0	3	-6	-3	4	-3	-0.1	2	0
CCCc1cc(=O)[nH]c2nnc(SCC(=O)Nc3nnc(SCC)s3)n12	-0.3	-3	2	-1	1	12	0.0	5	-6
COCC1CCN(C(=O)C2CCC(=O)N(CC3CCCCC3)C2)CC1 (stereo unspecified)	0.6	0	5	-3	-2	10	0.0	-5	-1
ON1C2CCCCC2N(O)C1c1c(F)c(F)c(F)c(F)c1F (stereo unspecified)	2.2	9	-2	3	-1	6	0.1	0	-3
CC1CN(C(=O)N2CCCCC2)CCN1C(=O)N1CCCCC1 (stereo unspecified)	4.0	-16	-4	0	-1	-2	0.1	2	-2
CCOC(=O)C1(CC2CC2)CCN(S(=O)(=O)C[C@]23CC[C@H](CC2=O)C3(C)C)CC1	-2.4	-13	-2	-1	4	0	0.0	3	-2
O=C(CN1CCN(c2ccccc2O)CC1)NCCCc1ccccc1	-0.6	-23	0	1	6	4	0.0	-4	2
CCOc1ccccc1-n1c(SCC(=O)N2CCCC2)nnc1-c1ccoc1C	-1.0	-9	-5	-6	-4	4	-0.2	-1	0
COc1ccc(NC(=O)CSc2nnc(-c3ccccn3)n2Cc2ccco2)cc1OC	3.1	-1	6	-1	-4	7	0.1	-3	1
O=C(Nc1ccccn1)C(F)(F)C(F)(F)C(F)(F)C(F)(F)C(=O)Nc1ccccn1	0.5	-9	2	-3	-3	3	0.2	-3	-3
CCOc1ccc(-c2cc(C)n3nc(C(N)=O)cc3n2)cc1	2.8	0	3	-1	-1	6	-0.3	50*	1
COC(=O)c1cc(OC)c(OC)cc1NC(=S)N1CCN(C)CC1	-1.9	5	-6	-4	2	-11	0.0	5	-2
O=C(NCc1ccncc1)Nc1ccc(Cl)cc1Cl	-0.4	-7	-14	-1	-2	-2	0.5	2	-5
CCCn1c(SCC(=O)Nc2nc(C)c(C(=O)OC)s2)nnc1C(C)C	-1.1	-7	1	0	0	15	-0.1	-1	-1
COC(=O)/C(C#N)=C/c1c(Oc2cccc(C)c2)nc2ccccn2c1=O	1.4	-13	-3	2	2	-20	0.0	8	-7
Cn1cc(Br)c(C(=O)Nc2sc3c(c2C(N)=O)CCCC3)n1	2.2	1	4	2	3	2	0.2	11	-3
COc1ccccc1N(C)S(=O)(=O)c1ccc(Cl)c(C(=O)OCc2c(C)noc2C)c1	0.8	3	2	1	8	4	0.6	9	2
CC(C)[C@H](NS(=O)(=O)c1ccccc1)C(=O)OCC(=O)Nc1cccc(S(N)(=O)=O)c1	x	0	-2	x	x	12	-0.3	x	x
CC(C)N(Cc1ccccc1)C(=S)NC(=O)C1(C)CC1(Cl)Cl (stereo unspecified)	3.0	-9	-4	-1	0	1	0.0	-4	-2
O=C(Nc1ccc(C(=O)NCC2CCN(Cc3ccccc3F)CC2)cc1)C1=CSCCO1	3.2	27	7	3	-4	11	0.0	-7	-2
CCCOc1ccc(C(=O)OCCN2CCCCC2)c(O)c1	-2.8	-4	7	1	-2	4	0.1	-5	-3
CCn1c(SCC(=O)NCc2ccccc2)nc2ccccc2c1=O	-1.5	8	9	-4	3	12	-0.1	1	-1
Cc1cccc(NC(=O)/C(C#N)=C\c2cccnc2)c1	-1.7	-17	2	10	0	1	0.0	0	-3
COc1ccc(NC(=O)CSc2nccn2C)cc1S(N)(=O)=O	1.0	-27	10	4	5	0	-0.1	-2	-7
COc1cccc(/C=C/c2nc(S(=O)(=O)c3ccccc3)c(N(C)C)o2)c1	3.9	20	5	-1	-7	-2	-0.1	-2	1
CCCSc1nc(NCc2ccco2)c2c3c(sc2n1)COC(C)(CC)C3 (stereo unspecified)	0.1	4	-7	-2	2	3	0.2	3	3
O=C(c1ccco1)N1CCCC(N2CCN(c3cccc(C(F)(F)F)c3)CC2)C1 (stereo unspecified)	1.6	1	-6	0	1	-4	-1.8	-1	-2
Cc1cccc(NC(=O)c2cc3c(s2)-c2c(C)cccc2OC3)n1	-1.6	12	-8	0	0	-1	0.1	8	-2
COc1ccc(C2(c3ccc(OC)cc3)NC(=O)N(CC(=O)NC3CCS(=O)(=O)C3)C2=O)cc1 (stereo unspecified)	x	4	2	x	x	6	0.2	x	x
O=S(=O)(c1ccc(F)cc1)N1CCCc2ccccc21	0.9	-15	-3	-1	2	1	-0.1	-6	-2
COc1ccc(S(=O)(=O)NC(C)C(=O)NCc2ccncc2)cc1OC (stereo unspecified)	0.7	-7	0	-1	-3	3	0.0	7	-2
O=c1c2ccccc2[nH]c(=S)n1CCN1CCCC1	2.0	-2	-11	-3	-2	3	0.0	10	0
COC(=O)CN1C(=S)N(c2ccc(OC)cc2)C(=O)/C1=C/c1ccc(N2CCOCC2)cc1	2.6	6	10	151*	2	20	0.1	8	-2
C#CCOCCOCCOCCNc1nc(N2CCN(C(=O)C([C@@H](C)O)n3cc([C@@H](N)CCCCN)nn3)CC2)nc(N2CCN(C(=O)[C@H](CC(N)=O)n3cc(C(N)[C@@H](C)CC)nn3)CC2)n1 (stereo partly specified)	x	11	1	x	x	-3	-0.2	x	x
CCN(CC)C(=O)Cn1cc(C(=O)C(=O)NCCCN2CCOCC2)c2ccccc21	0.0	-2	1	0	2	-13	0.0	-4	-3
